aGal spleen mod: qHTS Assay for Inhibitors and Activators of Human alpha-Galactosidase From Spleen Homogenate; human spleen homogenate, 4MU-alpha-Gal fluorescence, 40 min; Potency, µM (top dose mostly 80 µM), for inactives: at the highest dose activity change, negative = inhibition, actives largely listed as inhibitors; 0.008% of 240,000 active; AID 2107, 2009;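 further: 0% = enzyme with vehicle and -100% = no enzyme basal signal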
Target sequence (P06280 32-429 limits assumed): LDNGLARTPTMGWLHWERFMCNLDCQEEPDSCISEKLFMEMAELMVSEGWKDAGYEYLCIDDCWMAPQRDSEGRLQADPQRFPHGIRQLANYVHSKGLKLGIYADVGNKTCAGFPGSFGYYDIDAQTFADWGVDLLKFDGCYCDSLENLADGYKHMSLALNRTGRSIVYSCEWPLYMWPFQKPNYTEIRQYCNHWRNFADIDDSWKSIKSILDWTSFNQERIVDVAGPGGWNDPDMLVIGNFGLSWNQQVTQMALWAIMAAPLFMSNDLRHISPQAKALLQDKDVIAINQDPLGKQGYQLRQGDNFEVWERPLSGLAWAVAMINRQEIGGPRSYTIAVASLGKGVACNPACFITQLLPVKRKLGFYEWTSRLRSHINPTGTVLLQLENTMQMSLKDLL
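qHTS titration in buffer at pH 5.0. Alpha-galactosidase activity in spleen homogenate was measured via 4-methylumbelliferone release from 1 mM fluorogenic substrate after 40 min at 37C and a pH 10 stop. AC50 came from Hill fits of control-normalized data.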
TRb-SRC2 inh: qHTS for Inhibitors of the Interaction of Thyroid Hormone Receptor and Steroid Receptor Coregulator 2 | Thyroid hormone receptor beta (Homo sapiens), P10828 | TRbeta-SRC2 peptide binding, fluorescence polarization; receptor liganded with 1 µM T3 | Potency, µM (highest dose often 106 µM), for inactives: top-dose activity change, negative = inhibition, hits mostly inhibitors | 0.065% of 280,000 active | AID 1469, 2008;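 further: plate controls were bound peptide for no effect and peptide without receptor for full effect; nearly all actives have a fitted effect of over 50% in size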
Target sequence (P10828 whole entry, looked up): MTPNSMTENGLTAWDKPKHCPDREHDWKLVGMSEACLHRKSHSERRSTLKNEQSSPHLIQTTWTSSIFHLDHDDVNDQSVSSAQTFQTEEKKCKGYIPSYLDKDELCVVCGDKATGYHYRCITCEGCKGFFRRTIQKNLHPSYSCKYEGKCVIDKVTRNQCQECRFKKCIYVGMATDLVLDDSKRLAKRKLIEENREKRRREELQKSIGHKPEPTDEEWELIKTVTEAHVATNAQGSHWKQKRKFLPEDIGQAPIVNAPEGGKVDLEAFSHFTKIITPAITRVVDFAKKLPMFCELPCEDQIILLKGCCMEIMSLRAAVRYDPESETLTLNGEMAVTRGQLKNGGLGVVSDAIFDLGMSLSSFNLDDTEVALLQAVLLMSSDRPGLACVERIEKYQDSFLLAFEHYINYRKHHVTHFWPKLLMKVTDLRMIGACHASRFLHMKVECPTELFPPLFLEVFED
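Compounds were added to 0.6 uM TRb ligand-binding domain and 20 nM Texas Red-labeled SRC2 peptide in Tris buffer containing 1 uM T3, incubated 5 hr at ambient temperature, then read by fluorescence polarization.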
Tau fluor counter: Counterscreen qHTS for Inhibitors of Tau Fibril Formation, Fluorescence Polarization; AID 1463, 2008; Potency, µM (top dose mostly 57.7 µM), inactives show top-dose activity change, negative = decrease; 0.93% of 280,000 active; tau K18 P301L Alexa594 fluorescence, heparin fibrillization; further: nearly all actives have a fitted effect of over 55% in size
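Human tau K18 P301L (15 uM unlabeled, 0.24 uM Alexa 594-labeled) in 100 mM sodium acetate pH 7 with 20 uM heparin, 6 hr at 37 C. ThT 30 uM added, 1 hr ambient; Alexa 594 FP and total fluorescence read at 555/632 nm.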
TexasRed fluor: Total Fluorescence Counterscreen for Inhibitors of the Interaction of Thyroid Hormone Receptor and Steroid Receptor Coregulator 2 | TRb/SRC2 Texas Red total fluorescence interference | Potency, µM (highest dose often 106 µM), for the others: top-dose fluorescence change, negative = quenching | 0.29% of 280,000 active | AID 1479, 2009; active means well fitted curve in either direction with a large enough effect; inconclusive means small, poorly fitted or top-dose-only effect
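Flags fluorescent or light-absorbing compounds by total fluorescence, S + 2P, at 555 nm excitation and 632 nm emission. Mixture: 20 nM Texas Red SRC2 peptide, 0.6 uM human TRb LBD, 1 uM T3, 5% DMSO; compound exposure 5 h at ambient temperature.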
Tau fibril ThT: qHTS for Inhibitors of Tau Fibril Formation, Thioflavin T Binding | Microtubule-associated protein tau (Homo sapiens), P10636 | recombinant tau K18 P301L (four-repeat tau fragment), heparin-induced fibrillization, ThT fluorescence | Potency, µM (titrated, usually from 57.4 µM), inactives show at the top dose activity, negative = inhibition, usual class: inhibitors | 2.1% of 270,000 active | AID 1460, 2008; further: nearly all actives have a fitted effect of over 55% in size
Target sequence (P10636 561-689 P618L limits assumed): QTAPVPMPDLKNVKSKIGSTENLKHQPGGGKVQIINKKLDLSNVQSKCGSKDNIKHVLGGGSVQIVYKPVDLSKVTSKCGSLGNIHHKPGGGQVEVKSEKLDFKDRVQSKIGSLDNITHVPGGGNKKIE
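In this qHTS, human K18 P301L tau is incubated with compound and heparin for 6 hr at 37 C, and Thioflavin T fluorescence then reports fibril load.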
Tau fibril FP: qHTS for Inhibitors of Tau Fibril Formation, Fluorescence Polarization; Microtubule-associated protein tau (Homo sapiens), P10636; K18 P301L tau heparin fibrillization, Alexa594 FP, 6 h; Potency, µM (doses to about 57.7 µM), for inactives: top-dose activity, negative = inhibition, actives largely listed as inhibitors; 0.39% of 280,000 active; AID 1468, 2008; further: nearly all actives have a fitted effect of over 55% in size
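Human tau K18 […] P301L fragment, 15 uM unlabeled plus 0.24 uM Alexa 594-labeled tau (final), with compound and 20 uM heparin in 100 mM sodium acetate pH 7; 6 hr at 37 C, then Alexa 594 FP read.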
L3MBTL1 inh: qHTS Assay for the Inhibitors of L3MBTL1. AlphaScreen L3MBTL1–H3K9me1 peptide binding. 0.66% of 230,000 active. Lethal(3)malignant brain tumor-like protein 1 (Homo sapiens), Q9Y468. Potency, µM (highest dose often 57.1 µM), without a hit: top-dose activity, negative = inhibition, hits mostly inhibitors; further: nearly all actives have a fitted effect of over 60% in size
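Read-out is AlphaScreen signal from streptavidin donor and nickel chelate acceptor beads (10 ug/mL final each) bridging L3MBTL1 (50 nM) and biotinylated K9-monomethylated H3(1-15) peptide (75 nM), after 30 min compound exposure at room temperature.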
ALDH1A1 block: qHTS Assay for Inhibitors of Aldehyde Dehydrogenase 1 (ALDH1A1) | Aldehyde dehydrogenase 1A1 (Homo sapiens), P00352 | 7.3% of 220,000 active | Purified ALDH1A1, NADH fluorescence, propionaldehyde substrate | Potency, µM (highest dose often 75.3 µM), for the others: top-dose activity, negative = inhibition, actives largely listed as inhibitors; active means well fitted inhibition curve with a large enough effect, not every such curve was filed as active; inconclusive means small, poorly fitted or top-dose-only effect, or another doubt; inactive means no such curve, though single readings can be large or run the other way;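 further: plate controls were no enzyme wells and a reference inhibitor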
* = called active by the depositor; ? = inconclusive; / = not tested or not shown; [ ] = dose if it differs, or a comment. Unless noted, the call rests on the fitted dose curve; in most records, active means well fitted curve in the direction sought with a large enough effect; inconclusive means small, poorly fitted or top-dose-only effect, or another doubt; inactive means no such curve, though single readings can be large; an effect the other way counts as inactive or inconclusive. Unless noted, on the % scale 0 is the no-effect control and ±100 the full control effect; potency means the concentration at half of the fitted maximal effect.

SMILES	aGal spleen mod	TRb-SRC2 inh	Tau fluor counter	TexasRed fluor	Tau fibril ThT	Tau fibril FP	L3MBTL1 inh	ALDH1A1 block
CCO[C@@H]1OC(C(=O)N2CCOCC2)=C[C@H](c2ccc(Br)cc2)[C@H]1CCCO	17%	-11%	0%	-2%	2%	-11%	-11%	-11%
C=CCSc1nnc(NC(=O)c2cccc(S(=O)(=O)N3CCOCC3)c2)s1	-1%	3%	-5%	-8%	-7%	1%	/	?
O=C(COC(=O)c1cc(=O)c2ccccc2o1)NCC1CCCCC1	3%	2%	-8%	-3%	-4%	-2%	13%	14%
CCOc1ccc(NS(=O)(=O)c2ccc3[nH]cc(C(=O)N4CCCC4)c(=O)c3c2)cc1	/	-4%	-13%	-1%	-5%	-13%	/	/
CCN1C=CC2=C(C#N)C(N)C(C#N)(C#N)C(c3ccccc3C(F)(F)F)C2C1 (stereo unspecified)	11%	-1%	-10%	2%	?	-10%	3%	?
CCC(=O)NC(O)C(=O)c1ccc(C)cc1 (stereo unspecified)	1%	-7%	-2%	-1%	-4%	5%	/	-15%
OC(CNCc1ccccc1C(F)(F)F)C(F)(F)F (stereo unspecified)	-6%	6%	5%	-5%	4%	-6%	-6%[11.4 µM]	2%
COCC(=O)Nc1cccc(-c2nc3cccnc3s2)c1	/	7%	-8%	-2%	-1%	-5%	/	/
COc1ccc(OC)c(S(=O)(=O)N2CCC(C(=O)N3CCN(Cc4ccccc4)CC3)CC2)c1	3%	-4%	2%	0%	4%	4%	-4%	?
NNC(=O)CNC(c1ccccc1)c1cc(Br)ccc1NC(=O)CCN1CCOCC1 (stereo unspecified)	-3%	-4%	-1%	-2%	-4%	-7%	-7%	?
O=S(=O)(CC(CN1CCCC1)N1CCCC1)c1ccc2ccccc2c1 (stereo unspecified)	8%	-4%	-3%	-4%	?	-5%	?	?
Nc1ccccc1-c1nnc(SCc2ccccc2Cl)[nH]c1=O	3%	5%	-19%	-1%	?	9%	/	5%
CC(=O)Nc1cccc(-n2nnc(SCC(N)=O)n2)c1	-10%	-1%	-8%	-4%	-2%	-3%	-1%	/
CCc1nn(CC(=O)N2CCCCC2)c(=O)c2cc3sccc3n12	/	13%	-19%	-22%	-15%	-2%	/	/
O=C(CCC1CCCCC1)Nc1c2c(nn1-c1ccc(F)cc1)CS(=O)C2 (stereo unspecified)	2%	-7%	-4%	0%	-9%	6%	/	?
COc1ccc(-c2nc(C#N)c(N3CCc4ccccc4C3)o2)cc1OC	0%	4%	?	-7%	?	17%	-30%	?
O=C(c1ccccc1)c1cccn1CC(=O)N1CCN(c2ccccc2)CC1	-4%	-3%	-10%	-3%	-15%	7%	0%	6%
COCCn1nnnc1C(c1cccs1)N1CCN(c2nc3ccccc3s2)CC1 (stereo unspecified)	6%	-13%	-19%	-1%	-4%	-11%	/	?
CCCC(=O)Nc1cc(C)c2c(=O)oc3ccccc3c2n1	4%	-4%	2%	?	3%	-2%	/	/
COc1cc(/C=C/C(=O)O)cc(S(=O)(=O)Nc2ccc(F)cc2)c1OC	-3%	-3%	-4%	1%	-4%	-3%	3%	12%

The final 2 records of the part above are carried over, then new ones follow.
SMILES	aGal spleen mod	TRb-SRC2 inh	Tau fluor counter	TexasRed fluor	Tau fibril ThT	Tau fibril FP	L3MBTL1 inh	ALDH1A1 block
CCCC(=O)Nc1cc(C)c2c(=O)oc3ccccc3c2n1	4%	-4%	2%	?	3%	-2%	/	/
COc1cc(/C=C/C(=O)O)cc(S(=O)(=O)Nc2ccc(F)cc2)c1OC	-3%	-3%	-4%	1%	-4%	-3%	3%	12%
N=C1c2ccccc2CN1NC(=O)c1cccc(S(=O)(=O)N2CCOCC2)c1	1%	-1%	-4%	1%	-7%	-5%	9%	17%
CC1=NN(C(=O)c2ccc(Cn3nc(C)c([N+](=O)[O-])c3C)cc2)C(O)(C(F)(F)F)C1 (stereo unspecified)	-5%	-2%	-13%	-2%	-5%	8%	/	4%
O=C(COC(=O)c1ccccc1S(=O)(=O)N1CCCCC1)NCC(F)(F)F	0%	-16%	-2%	-1%	3%	0%	/	-2%
CCOc1ccc(CCNC(=O)c2cc(=O)[nH]c3ccc(S(=O)(=O)N4CCCCC4)cc23)cc1OCC	/	-2%	-1%	-2%	11%	-6%	/	/
O=C(Nc1cccc([N+](=O)[O-])c1)Nc1ccc(Cl)cn1	-1%	-2%	-13%	1%	-5%	2%	1%	12%
CCOC(=O)c1c(C)[nH]c(C(=O)C(C)OC(=O)c2oc3ccccc3c2COC)c1C (stereo unspecified)	0%	-14%	-10%	0%	-14%	-5%	/	4%
CCOc1ccccc1CNCCSc1nnnn1C	/	4%	3%	0%	-4%	5%	/	/
CCCCCCN(C(=O)CCCCCN1C(=O)NC(c2ccccc2-c2ccccc2)C(C(=O)OCc2ccccc2)=C1C)C(C(=O)NCCCC)c1ccc(OCC(=O)OC)c(C(=O)OC)c1 (stereo unspecified)	2%	2%	-16%	3%	?	6%	/	35µM*
Cc1cccc(Nc2nnc(SC/C(O)=C(\C#N)c3nc4ccccc4[nH]3)s2)c1C	1%	2%	?	-3%	?	?	-6%	?
O=C(NCCCN1CCCCCC1)C(c1ccccc1)C1CCCCC1 (stereo unspecified)	8%	0%	-4%	-3%	-1%	-3%	/	-7%
CC(=O)Nc1ccc(S(=O)(=O)NC2=NCN(CCOC(=O)c3ccccc3)CN2)cc1	4%	9%	-4%	-1%	-4%	4%	/	-1%
N=c1nc(N)nc2n1NC(c1ccc(F)cc1)=CS2	8%	3%	-24%	-6%	?	6%	-3%	1%
O=C(Nc1ccc(Cl)c(Cl)c1)OCc1cnc(Cl)s1	-1%	7%	?	-3%	-5%	?	-1%	-2%
CC(CCC(=O)O)C1CCC2C3C(O)C[C@@H]4CC(O)CC[C@@]4(C)C3CC(O)[C@]12C (stereo partly specified)	-26%	-10%	-5%	-3%	-8%	2%	/	0%
COc1ccccc1N1CCN(C(=O)CNC(=O)c2cn(-c3ccccc3OC)c(=O)c3ccccc23)CC1	-1%	3%	-4%	3%	-3%	3%	-14%	-4%
O=C(COc1ccccc1Cl)NC(=O)NC1CCCC1	4%	0%	-4%	-1%	-6%	2%	14%	?
CC(C)(C)c1ncc(S(=O)(=O)c2ccc(C(F)(F)F)cn2)c(N)n1	8%	-3%	-7%	-2%	6%	2%	1%	7%
Cc1nonc1OCCCNc1ccc([N+](=O)[O-])cc1Cl	3%	-4%	-23%	-4%	?	?	/	?
CCCN(CCC)c1nc(C#N)nc(N(CCC)CCC)n1	12%	-3%	-15%	-2%	?	-13%	/	7%
COc1ccc(C)cc1NS(=O)(=O)c1c(C(=O)N2CCC(C)CC2)c(C)n(C)c1C	/	3%	-4%	0%	1%	3%	/	/

Profiles as entered above:
O=C(COc1ccccc1Cl)NC(=O)NC1CCCC1 across the screens: aGal spleen mod = 4%; TRb-SRC2 inh = 0%; Tau fluor counter = -4%; TexasRed fluor = -1%; Tau fibril ThT = -6%; Tau fibril FP = 2%; L3MBTL1 inh = 14%; ALDH1A1 block = ?
N=c1nc(N)nc2n1NC(c1ccc(F)cc1)=CS2 across the screens: aGal spleen mod = 8%; TRb-SRC2 inh = 3%; Tau fluor counter = -24%; TexasRed fluor = -6%; Tau fibril ThT = ?; Tau fibril FP = 6%; L3MBTL1 inh = -3%; ALDH1A1 block = 1%
O=C(Nc1ccc(Cl)c(Cl)c1)OCc1cnc(Cl)s1 across the screens: aGal spleen mod = -1%; TRb-SRC2 inh = 7%; Tau fluor counter = ?; TexasRed fluor = -3%; Tau fibril ThT = -5%; Tau fibril FP = ?; L3MBTL1 inh = -1%; ALDH1A1 block = -2%

(further entries)
SMILES	aGal spleen mod	TRb-SRC2 inh	Tau fluor counter	TexasRed fluor	Tau fibril ThT	Tau fibril FP	L3MBTL1 inh	ALDH1A1 block
O=C(CSc1nnc2ccccn12)N1CCc2ccccc21	7%	-1%	3%	0%	3%	5%	-1%	-1%
Cc1ccc(-c2ccc(=O)n(CC(=O)Nc3cccc(C(=O)N4CCN(C)CC4)c3)n2)cc1	-9%	-14%	3%	2%	-1%	4%	1%	?
COc1ccccc1N(CC(=O)NC1CCCC1)C(=O)CCC(=O)Nc1cc(C)on1	5%	-13%	-1%	-2%	-11%	0%	?	?
COC(=O)Nc1ccc(Oc2ccccc2)cc1	-1%	1%	-7%	-4%	-17%	2%	15%	0%
